DENV2 CPE rescue – inhibitors of DENV2 cytopathic effect; CPE inhibition, % at 9.99 µM; DENV2-infected cells, cytopathic effect rescue, plate reader; 1.7% of 350,000 active; in the data active = CPE inhibition above about 20%, passing the limit was not always enough; inconclusive = no clear call, values can overlap the other calls; tested in BHK-21 cells;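 note: 0% = median of neutral control wells and 100% = median of positive control wells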
RAD52 inh – inhibitors of human RAD52 DNA annealing | P43351 | recombinant RAD52 DNA annealing, FRET fluorescence | inhibition, % at 18.7 µM | 0.46% of 360,000 active | AID 651710;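 active = every replicate showing at least 50% inhibition; inconclusive = mean inhibition at least 50% but not in every replicate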
Target sequence (P43351 whole entry, looked up): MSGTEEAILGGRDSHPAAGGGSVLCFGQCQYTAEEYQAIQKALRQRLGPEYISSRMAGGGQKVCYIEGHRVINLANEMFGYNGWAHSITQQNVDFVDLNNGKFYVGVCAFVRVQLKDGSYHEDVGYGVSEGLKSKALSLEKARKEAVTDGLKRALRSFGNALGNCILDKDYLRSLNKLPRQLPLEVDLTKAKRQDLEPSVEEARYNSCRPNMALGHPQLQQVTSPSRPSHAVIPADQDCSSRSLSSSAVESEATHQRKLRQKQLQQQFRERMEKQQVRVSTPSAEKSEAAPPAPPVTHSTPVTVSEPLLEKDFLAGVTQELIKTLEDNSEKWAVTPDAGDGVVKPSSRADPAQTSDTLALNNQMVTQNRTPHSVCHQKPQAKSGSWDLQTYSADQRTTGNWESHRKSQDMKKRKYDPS
Casp6 inh – inhibitors of human caspase-6; purified caspase-6, Z-VEID-R110 cleavage fluorescence; inhibition, % at 12.5 µM; 0.53% of 350,000 active;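 active = mean inhibition across replicates at least about 35%, with every replicate also reaching that limit, limit read from the data; inconclusive = only one of the two criteria met; inactive = neither criterion met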;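 note: 0% = median of neutral control wells and 100% = no fluorescence left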
Target sequence (P55212 24-179 limits assumed): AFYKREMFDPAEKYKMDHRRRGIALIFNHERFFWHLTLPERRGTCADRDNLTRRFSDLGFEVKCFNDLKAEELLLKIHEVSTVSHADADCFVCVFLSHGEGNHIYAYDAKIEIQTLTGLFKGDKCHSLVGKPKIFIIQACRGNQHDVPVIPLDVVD
Target sequence (P55212 194-293 limits assumed): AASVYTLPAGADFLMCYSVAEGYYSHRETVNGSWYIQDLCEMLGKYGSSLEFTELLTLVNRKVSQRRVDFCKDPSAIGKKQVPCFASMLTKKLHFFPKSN
RAD54 branch – blocks human RAD54 Holliday junction branch migration; AID 602329; Q92698; FAM/BHQ fluorescence; inhibition, % at 10.4 µM; 0.14% of 360,000 active;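 active = mean normalized replicate activity at least 40 and at least half of replicates scoring 40 or more; inconclusive = only one of the two criteria met; inactive = mean below 40 and under half of replicates reaching 40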;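 note: 0% = median of neutral control wells and 100% = median of positive control wells; inhibitors cause a drop in the FAM fluorescence signal; in these data hits start at about 50%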
F508del corr – CFTR F508del correction in bronchial cells. CFBE cells, YFP halide quenching; stimulated with forskolin plus potentiator P3; % fluorescence drop versus neutral controls. activity (quench increase), % at 7.58 µM. 0.36% of 350,000 active. AID 720511;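 active = mean added fluorescence quench of at least 8% versus neutral control, with both replicates also reaching 8%; inconclusive = only one of the mean or replicate conditions met; inactive = mean below 8% and not both replicates reaching 8%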;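 note: cells transiently co-express mutant CFTR-F508del with the halide-sensitive YFP; corrector assay measuring rescue of mutant channel to the surface after 24 h compound exposure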
Xi reactivation – reactivates the inactive X chromosome in mouse fibroblasts; XiGFP mouse fibroblasts, % GFP-positive cells imaging, 3 d; cells co-treated with 5-aza-dC sensitizer; scaled so ellipticine positive control = 100%; activation, % at 7.58 µM; 0.055% of 360,000 active; AID 743238;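 active = mean normalized replicate activation at least 10% and every replicate at or above 10%; inconclusive = only one of the two criteria met; inactive = mean below 10% and not all replicates reach 10%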;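 note: 0% = median of on-plate neutral control wells and 100% = ellipticine 6 µM median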
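Material: XiGFP fibroblasts, SV40-immortalized; Buffer or medium: DMEM containing 5-aza-dC; Compound dosing: single point; Times: 3 days compound exposure.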
GSIS activator – GLuc luminescence reporter in INS-1E cells, primary screen for activators of glucose-dependent secretion of insulin; INS-1E GLuc reporter insulin secretion, 2-3 h; activation, % at 16.6 µM; 0.61% of 370,000 active;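 active = lowest replicate activation of at least 40%, so every replicate reaches that level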;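 note: 0% = median of neutral control wells and 100% = median of IBMX positive control wells; some compounds called inactive have numbers as strong as hits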
E-sel inducer – E-selectin induction on HUVECs; AID 686992; activation, % at 7.58 µM; P16581; 0.37% of 260,000 active; HUVEC E-selectin immunofluorescence imaging; normalized: neutral wells 0, TNF-alpha wells 100;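 active = mean E-selectin-positive cell signal at least 10% of the positive control, reached in at least 60% of replicates, without over 20% cell loss; inconclusive = no rule given, readout overlaps actives, possibly toxicity-flagged; inactive = the rest, including those meeting only one limit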;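 note: in these data hits start at about 27%; measured in HUVEC primary endothelial cells; signal is the percent of cells scored E-selectin positive by PE staining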
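System: HUVEC, human umbilical vein endothelial cells; quantity: 3,000 cells/well; buffer or medium: EGM-2 medium, gelatin-coated wells; dosing: single-point compound dose; detection: immunofluorescence imaging; evaluation: % PE-positive cells; benchmarks: TNF-alpha, DMSO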
An asterisk follows results filed as active; ? = inconclusive; · = no result given; & = joins results of further samples.

SMILES | DENV2 CPE rescue | RAD52 inh | Casp6 inh | RAD54 branch | F508del corr | Xi reactivation | GSIS activator | E-sel inducer
O=C(c1cccc(Br)c1)c1nc2ccccc2[nH]c1=O | -1 | -6 | -1 | 2 | 4.2 | 0.0 | 16 | -0.6
S=C(NC1CCCCC1)NN1CCOCC1 | 5 | 2 | -2 | -4 | -2.2 | 0.0 | -3 | -0.1
CC(O)CNC(=O)c1ccc(-c2nn(C)c(=O)c3ccccc23)cc1 (stereo not given) | · | 6 | -1 | -3 | · | · | 23 | ·
Cc1ccc(C)c(C2C(=O)c3ccccc3C2=O)c1 | -1 | -1 | 2 | 3 | 1.2 | 0.2 | 5 | 0.1
CCc1cnc(Nc2nc(C(N)c3ccccc3Cl)cs2)nc1 (stereo not given) | 0 | -11 | 0 | 9 | 3.4 | 0.0 | 8 | 0.2
CC(=O)CC1c2cc(F)ccc2C=C(c2ccsc2)N1c1ccc(C#Cc2cncn2C)cc1 (stereo not given) | -5 | -17 | -4 | · | -0.2 | 0.4 | 8 | 0.4
CN1C(=O)c2cc(NC(=O)c3cccc(F)c3)ccc2OC[C@H]2O[C@H](CC(=O)N3CCc4ccccc4C3)CC[C@@H]21 | 78* | 10 | -3 | -5 | 2.2 | 0.0 | -13 | 0.1
COc1cccc(-c2ccc([C@H]3[C@@H](CO)N4CCCCN(S(=O)(=O)c5cccs5)C[C@@H]34)cc2)c1 | -4 | -14 | 0 | -1 | 1.6 | 0.0 | -3 | -0.1
CC(C)C[C@@H](CN1CCC[C@@H]1CN1C(=S)NC[C@@H]1Cc1ccc(O)cc1)N1C[C@H](Cc2ccc(O)cc2)N(CC2CCCCC2)C1=S | 28* | -12 | 3 | -5 | 2.7 | -0.1 | · | ·
CCNCCC(CCC(C)C)c1ccc2c(c1)OCO2 (stereo not given) | 13 | 1 | -1 | 5 | -2.9 | 0.0 | -18 | 1.1
O=C(NCCN1CCOCC1)c1cc(-c2ccccc2Cl)nc2ccccc12 | -3 | -6 | 3 | -7 | 4.5 | 0.0 | 0 | ·
CC(NC(=O)COc1ccccc1-c1ccccc1)c1ccccc1 (stereo not given) | 7 | 0 | 2 | · | -2.8 | -0.1 | 1 | 0.0
COc1ccc(CNC(=O)C2(C)Cc3c(-c4ccc(N(C)C)cc4)ccnc3O2)cc1OC (stereo not given) | 4 | -3 | 8 | 12 | 1.4 | 0.2 | -3 | 0.0
C=CCCC(=O)N1C[C@H]2CON(C)[C@H]2C[C@H]1c1ccc(Br)cc1 | 3 | 15 | 2 | -1 | -2.0 | 0.6 | -6 | 0.5
N=Nc1c(O)n(CC(=O)Nc2ccccc2)c2ccccc12 | -4 | -11 | -1 | 7 | 0.2 | 0.0 | 1 | ·
O=C1Nc2ccccc2/C1=C\C(=O)c1ccccc1 | -4 | -5 | 1 | 0 | 2.1 | 0.0 | -34 | 0.0
CC1(c2ccccc2)CC(c2ccccc2)=C(C#N)C(=O)N1 (stereo not given) | 5 | 4 | 8 | · | 0.8 | -0.1 | 7 | 0.0
c1cnc(NC2CCCCCC2)nc1 | 7 | -15 | -7 | -7 | -0.5 | · | 18 | ·
Cc1noc(C)c1S(=O)(=O)Nc1ccc2c(c1)C(=O)N([C@H](C)CO)C[C@H](C)[C@@H](CN(C)C(=O)Nc1cccc3ccccc13)OCCCC[C@@H](C)O2 | -4 | -7 | -3 | 6 | -1.9 | 0.2 | -12 | 0.1
COc1ccc(/C=N/NC(=O)c2c(C)nc3ccccn23)cc1[N+](=O)[O-] | 3 | -6 | 3 | · | -0.3 | 0.0 | · | -0.2
O=C(Nc1cccc(-c2nc3ccccc3[nH]2)c1)c1ccc(C(=O)Nc2cccc(-c3nc4ccccc4[nH]3)c2)cc1 | 0 | -27 | · | 6 | 1.8 | 0.5 | 5 | 8.4
COCC(=O)N(C)C[C@H]1Oc2ncc(C#C[C@@H](C)O)cc2C(=O)N([C@@H](C)CO)C[C@@H]1C | 3 | -15 | 0 | -6 | 4.3 | 0.4 | 1 | -0.7
COc1ccc(NC(=O)c2cc([N+](=O)[O-])ccc2N2CCCC2)cc1S(N)(=O)=O | 0 | -1 | 4 | · | -0.9 | 0.2 | 9 | 0.1
C[C@H]1CN([C@@H](C)CO)C(=O)c2cc(NC(=O)Cn3cnnn3)ccc2O[C@H]1CN(C)S(=O)(=O)c1cccs1 | -7 | -16 | -1 | 4 | -0.5 | 0.0 | 18 | -0.1
CCCC1=C(C(=O)OCC)C(c2cccs2)n2ncnc2N1 (stereo not given) | -2 | -11 | 0 | · | 0.3 | 0.0 | · | ·
(continued)
SMILES | DENV2 CPE rescue | RAD52 inh | Casp6 inh | RAD54 branch | F508del corr | Xi reactivation | GSIS activator | E-sel inducer
Cc1ccc(NC(=O)CN2C(=O)NC(C)(c3ccc(Cl)cc3)C2=O)cc1 (stereo not given) | 1 | -14 | 4 | 1 | -1.0 | -0.1 | -41 | ·
O=C(NCc1ccccc1)C(C1CC1)n1c(Cc2cc(F)cc(F)c2)nc2ccccc21 (stereo not given) | -7 | -7 | 0 | · | 0.0 | -0.1 | -3 | -0.1
CCc1cccc(NC(=O)c2cc(S(=O)(=O)N3CCCCC3)ccc2N2CCOCC2)c1 | 6 | -5 | -4 | -3 | -2.4 | 0.0 | · | 1.0
COc1cccc(C(=O)NCC(=O)N2CCC3(CC2)NCCc2[nH]cnc23)c1 | -1 | 3 | 0 | 1 | 1.5 | 0.1 | 14 | ·
COc1ccc(CCNC(=O)C2CC(O)CN2S(=O)(=O)c2ccc(Cl)cc2)cc1OC (stereo not given) | -2 | -8 | 5 | 4 | -1.7 | 0.1 | · | -0.1
COc1cc2c(cc1OC)C(C)N(C(=O)Cn1ncc3c1-c1cc(C)ccc1OC3)CC2 (stereo not given) | 70* | -11 | 0 | 3 | -2.3 | 0.4 | -19 | ·
Cn1c(=O)n(CC(=O)O)c(=O)c2c1nc1n2CCS1 | 0 | -6 | 3 | -2&-6 | -4.4 | -0.1 | -2 | -0.1
COC(=O)[C@]1(CC(C)C)N[C@H](c2ccc(-c3cccc(Cl)c3)cc2)[C@@H]2C(=O)N(C)C(=O)[C@@H]21 | 1 | 4 | 3 | 5 | 1.4 | 0.0 | · | -0.3
COc1c(C)cccc1C(=O)Nc1ccc(CN2CCOCC2)cc1 | -3 | -13 | 0 | 11 | 2.4 | · | 11 | ·
CCCC#Cc1cnc2c(c1)C(=O)N([C@H](C)CO)C[C@@H](C)[C@H](CN(C)C(=O)NC1CCCC1)O2 | -7 | -4 | 1 | -6 | · | -0.1 | 5 | -0.1
COCC1CCCCN1Cc1cn[nH]c1-c1ccc(OC)cc1OC (stereo not given) | -6 | -19 | · | 7 | 3.5 | 0.0 | -11 | 0.1
C[C@@H]1CCCCO[C@@H](CN(C)S(=O)(=O)c2ccc(Cl)cc2)[C@H](C)CN([C@@H](C)CO)C(=O)c2cc(NS(=O)(=O)c3ccc(Cl)cc3)ccc2O1 | 5 | · | · | -16 | -2.7 | -0.1 | -4 | 0.0
O=C(Nc1cc2c(cc1Br)OCCO2)c1ccc(=O)[nH]c1 | 3 | -19 | 1 | 1 | -1.6 | 0.0 | 10 | 0.5
O=C(c1cccs1)N1N=C(c2ccccc2)CC1c1ccccc1 (stereo not given) | 2 | -13 | -4 | 7 | -2.7 | · | -4 | ·
COc1ccc(NC(=O)Nc2ccc3c(c2)C(=O)N([C@@H](C)CO)C[C@H](C)[C@H](CN(C)Cc2ccc4c(c2)OCO4)OCCCC[C@@H](C)O3)cc1 | -5 | -20 | -6 | -8 | -2.9 | -0.8 | -27 | 0.1
COc1ccc(-c2c(-c3cc(OC)cc(OC)c3)n(C)c3ccc(-c4ccc5c(c4)OCCO5)cc23)cc1 | 5 | -38 | 0 | 14 | -0.9 | -0.2 | -1 | -0.1
COc1ccc2c3c([nH]c2c1)[C@@H](CO)N(C(=O)NC1CCCC1)CC31CN(S(C)(=O)=O)C1 | -6 | 31 | · | · | 3.0 | 0.0 | -4 | -0.2
O=C(Nc1ccccc1F)C(=O)Nc1cccc2ccccc12 | -5 | -6 | 1 | 3 | 1.4 | -0.1 | 0 | ·
O=C(Cc1cccnc1)N1CC(=O)N2[C@H](C1)[C@@H](c1ccc(C#CC3CCCC3)cc1)[C@@H]2CO | -7 | -13 | 0 | · | 6.9 | 0.0 | 13 | 0.4
COc1ccccc1-c1coc2c(CN3CCC(C)CC3)c(O)ccc2c1=O | 5 | -8 | 1 | -1 | 0.1 | 0.0 | 17 | -0.1
COc1ccc(C2=NOC(C(=O)Nc3cc(C)on3)C2)cc1OC (stereo not given) | -7 | 1 | 0 | · | 2.4 | 0.0 | 0 | -0.3
Cc1ccc(S(=O)(=O)N2CCOCC2)cc1C(=O)OCC(=O)NCc1ccccc1 | -6 | -4 | 2 | -2 | -1.6 | 0.0 | -6 | ·
Cc1ccc(S(=O)(=O)N(C)C[C@H]2OCc3ccccc3-c3c(n(C)c4ccccc34)C(=O)N([C@H](C)CO)C[C@H]2C)cc1 | -8 | 20 | 3 | -1 | -1.3 | 1.2 | -19 | -0.1
C[C@H]1CN([C@@H](C)CO)C(=O)c2cc(/C=C/c3ccccc3)cnc2O[C@H]1CN(C)C(=O)C1CCCCC1 | 10 | -5 | 0 | 5 | 2.8 | -1.2 | -7 | 0.0
CCCNC(=O)C1(C)CCN(C(=O)c2ccc(F)c(Cl)c2)C1 (stereo not given) | 18 | -4 | 0 | 1 | -4.6 | -0.2 | 7 | ·
Other results:
SMILES | DENV2 CPE rescue | RAD52 inh | Casp6 inh | RAD54 branch | F508del corr | Xi reactivation | GSIS activator | E-sel inducer
Cc1ccccc1-c1ccc([C@H]2[C@H]3CN(C(=O)Nc4ccccc4)CCCCN3[C@H]2CO)cc1 | -9 | 3 | 3 | 4 | 1.0 | 0.0 | -11 | -0.1
CC1CN(C(=O)Cn2cc(S(=O)(=O)CC(=O)N3CCOCC3)c3ccccc32)CC(C)O1 (stereo not given) | 7 | -16 | -6 | -9 | -2.2 | 0.1 | 36 | 0.2
Cc1ccc2c(c1)CCCN2C(=O)c1cc(C)c(C)s1 | 9 | -55 | -7 | -1 | -3.4 | 0.0 | 1 | 0.0
O=C(C1CC(=O)N(c2ccc3c(c2)OCCO3)C1)N1CCN(c2ccccc2O)CC1 (stereo not given) | 1 | -2 | -3 | 4 | -3.2 | 0.2 | -4 | -0.4
COc1cc(C(=O)NC(=S)Nc2ccc([N+](=O)[O-])cc2)cc(OC)c1OC | · | · | · | -3 | · | 0.0 | -17 | -0.5
C=CCCC(=O)N1CCC(CCC(=O)NC2CC2)CC1 | 9 | -12 | -2 | · | 0.3 | 0.0 | 2 | -0.1
CCOc1cc(C(=O)NCCN2C(=O)S/C(=C\c3cccnc3)C2=O)cc(OCC)c1OCC | ? | -11 | -5 | · | -2.0 | 0.0 | -10 | ·
CCCNC(=O)[C@@H]1[C@@H](CO)[C@@H]2Cn3c(ccc(-c4ccc(F)cc4)c3=O)[C@H]1N2C(=O)NC(C)C | 18 | 16 | -2 | 4 | · | 0.5 | 7 | -0.3
Cc1cc(O)cc(=O)n1-c1ccc(Cl)c(C(F)(F)F)c1 | 3 | -44 | 4 | · | -1.1 | 0.3 | -23 | 0.1

Bioassay records as filed in PubChem.
